15-hLO-2 inh: 15-hLO-2 (ALOX15B) enzyme inhibition. purified 15hLO-2, xylenol orange hydroperoxide absorbance. Potency, µM (titrated, usually from 57.1 µM), for inactives: at the highest dose activity change, negative = inhibition, most hits filed as inhibitors. 110,000 tested, 0.56% active; note: potency is the fitted concentration of half-maximal effect; nearly all actives have a fitted effect of over 60% in size; many of its hits are not listed in these tables
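Enzyme 50 nM, AA 45 uM, 25 mM Hepes pH 7.5 + 0.01% Triton X-100; cpd preinc 15 min RT, rxn 90 min RT; stop/detect with 200 uM XO + 300 uM Fe(II) in 50 mM H2SO4, 30 min; A573/A405.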
PNC assembly inh: perinucleolar compartment assembly inhibition. PC3M PTB-GFP, PNC prevalence imaging, 16 h; active compounds read low. activity change (PNC), negative = inhibition, % at 10 µM. 140,000 tested, 3.1% active;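 active = readout at or below -70, meaning at least 70% loss of cells showing the perinucleolar compartment, a nuclear body marking cancer cells; inconclusive = readout between -30 and a set limit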;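 note: plate controls were DMSO wells for no effect and camptothecin positive control wells for full effect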
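Compounds are pinned in duplicate onto adhered PC3M cells stably expressing GFP-tagged PTB and incubated 16 h at 37 C. Cells are then fixed, nuclei stained with Hoechst, and PNC-positive cells counted.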
IMPase cell inh: cell-permeable inhibitors of inositol monophosphatase (IMPase); inhibition (IP1 accumulation), % at 46.1 µM; P97697; CHO-M1 cells, IP1 accumulation, HTRF TR-FRET ratio; 120,000 tested, under 10 active; active = well fitted curve in the direction sought with a large enough effect in the signal ratio, not every such curve was filed as active; inconclusive = small, poorly fitted or top-dose-only effect, or a change in a side signal; inactive = no such curve, though single readings can be large or run the other way; the % refers to the signal ratio;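 note: cells stimulated with carbachol in lithium chloride buffer; plate controls were DMSO basal wells for no effect and reference inhibitor wells for full effect; higher means more IMPase inhibition seen as more IP1 and lower FRET ratio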
Target sequence (P97697 whole entry, looked up): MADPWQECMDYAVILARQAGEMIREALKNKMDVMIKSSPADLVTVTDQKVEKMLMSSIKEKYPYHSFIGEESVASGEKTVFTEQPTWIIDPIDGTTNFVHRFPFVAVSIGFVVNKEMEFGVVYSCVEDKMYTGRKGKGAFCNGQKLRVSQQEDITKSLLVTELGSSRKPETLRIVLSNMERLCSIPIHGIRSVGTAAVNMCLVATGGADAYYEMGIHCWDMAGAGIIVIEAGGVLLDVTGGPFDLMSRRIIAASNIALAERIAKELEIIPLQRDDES
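Seeded CHO-M1 cells were dosed with compound at up to 46 uM, stimulated with carbachol for 30 min, then lysed in IP-One detection reagents. Higher IP1 lowers the TR-FRET signal.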
12-hLO inh: inhibitors of human 12-lipoxygenase (ALOX12); 150,000 tested, 0.12% active; Potency, µM (titrated, usually from 57.1 µM), for inactives: at the highest dose activity change, negative = inhibition, hits mostly inhibitors; purified 12-hLO, xylenol orange hydroperoxide absorbance; note: potency is the fitted concentration of half-maximal effect; nearly all actives have a fitted effect of over 55% in size; many of its hits are not listed in these tables
Target sequence (P18054 whole entry, looked up): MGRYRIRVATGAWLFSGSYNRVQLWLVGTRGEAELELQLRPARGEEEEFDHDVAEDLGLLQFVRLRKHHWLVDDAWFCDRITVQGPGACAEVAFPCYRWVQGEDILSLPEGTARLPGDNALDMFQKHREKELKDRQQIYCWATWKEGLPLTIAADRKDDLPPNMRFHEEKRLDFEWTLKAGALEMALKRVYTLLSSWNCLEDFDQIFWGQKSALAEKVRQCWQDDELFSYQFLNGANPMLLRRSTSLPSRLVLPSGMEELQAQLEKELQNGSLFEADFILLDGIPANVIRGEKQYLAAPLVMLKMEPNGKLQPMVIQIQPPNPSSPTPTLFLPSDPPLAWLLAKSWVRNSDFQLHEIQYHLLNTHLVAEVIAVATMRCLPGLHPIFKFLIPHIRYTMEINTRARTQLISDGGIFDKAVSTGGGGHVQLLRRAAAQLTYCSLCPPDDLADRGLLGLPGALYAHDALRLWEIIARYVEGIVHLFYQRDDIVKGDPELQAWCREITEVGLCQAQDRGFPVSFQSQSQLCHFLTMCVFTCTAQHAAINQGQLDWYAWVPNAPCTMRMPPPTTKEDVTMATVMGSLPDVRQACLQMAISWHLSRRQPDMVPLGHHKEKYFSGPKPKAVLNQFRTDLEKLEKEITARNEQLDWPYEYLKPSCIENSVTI
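Hydroperoxide output read as Fe(III)-xylenol orange absorbance, 573-to-405 nm ratio, after 30 min reaction with 40 uM arachidonic acid. Enzyme: 150 nM purified human 12hLO, 15 min compound preincubation; 25 mM Hepes pH 7.0, room temperature.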
An asterisk follows results filed as active; u = inconclusive; x = no result given; & = joins results of further samples; [ ] = remark or other dose. Unless noted, calls come from the whole dose curve; as a rule, active = well fitted curve in the direction sought with a large enough effect; inconclusive = small, poorly fitted or top-dose-only effect, or another doubt; inactive = no such curve, though single readings can be large; an effect the other way counts as inactive or inconclusive. Unless noted, % is set by controls: 0 for no effect and ±100 for the full control effect. A portion of the library; rates above refer to the full screens.

The line under a structure holds: 15-hLO-2 inh, IMPase cell inh, 12-hLO inh, PNC assembly inh
- COc1cc(-n2c(N)c(C(=O)NCc3ccco3)c3nc4ccccc4nc32)cc(OC)c1OC
  x, x, -3%, u
- CCN(CCCNS(=O)(=O)c1ccc2c(c1)CCN2C(C)=O)c1cccc(C)c1
  -28%, 6, 6%, 35
- C[C@@H](CCCCC(=O)Nc1ccc(C(F)(F)F)cc1)NCCc1cnc[nH]1
  41%[activator], 3, -9%, x
- CCCC(=O)n1nc(-c2ccc(Cl)cc2)nc1SC
  2%, -5, -9%, -23
- Cc1ccccc1NC(=S)N(C)Cc1cn(C)c2ccccc12
  x, x, 0%, u
- COC(=O)C(C)N(c1ccc(C)cc1)S(=O)(=O)c1c(C)[nH]c(=O)[nH]c1=O (stereo not given)
  -7%, u, 4%, u
- Cc1ccc(CNC(=O)c2cc3c(=O)n4ccccc4nc3n(CC3CCCO3)c2=N)cc1 (stereo not given)
  1%, -2, -2%, 54
- CCC(=O)/C=C1\Sc2ccc(OC)cc2N1CC
  -19%, 1, -5%, -7
- Cc1ccc(C(=O)CSc2nnc3c4ccccc4nc(C(C)(C)C)n23)cc1
  x, x, 1%, 24
- COc1ccc(Cl)cc1Nc1nc(N2CCCC2)nc(N2CCCC2)n1
  7%, 6, -7%, -6
- O=C1N(CCCN2C(=O)C3(OCCO3)c3ccccc32)c2ccccc2C12OCCO2
  3%, 8, -5%, 76
- COc1ccc(N(CC(=O)NC2CCCCC2)C(=O)CNC(=O)c2ccco2)cc1OC
  x, 9, -1%, -100*
- Cc1cc(C(=O)NNC(=S)Nc2ccccc2C)cs1
  x, x, -1%, -8
- Cc1cccc(-n2c(C)cc(C=C(C#N)C#N)c2C)c1
  x, x, -3%, 19
- COc1ccc(C(c2nnnn2C(C)(C)C)N2CCN(c3nc4ccccc4s3)CC2)cc1OC (stereo not given)
  22%, 2, -3%, 34
- COc1ccc(NC(=O)c2cncc(Br)c2)cc1S(=O)(=O)N1CCCCC1
  x, x, 1%, u
- COc1ccccc1COC(=O)Nc1c(C)nn(C)c1Cl
  0%, 8, -4%, 74
- COCCNC(=S)Nc1ccc2nsnc2c1
  x, x, 1%, -2
- CCCOc1cccc(C2/C(=C(/O)c3ccccc3)C(=O)C(=O)N2CCN(C)C)c1 (stereo not given)
  7%, u, -1%, 20
- O=C(CN1CCCN(Cc2ccc(F)cc2Cl)C1=O)NC1CCCCCCC1
  2%, -16, -3%, 41
- C=CCSc1nnc(-c2c[nH]c3ccccc23)n1CCOC
  -1%, 1, -7%, -20
- O=C(Nc1ccc(Cl)cc1)[C@@H]1[C@@H]2C(=O)N(c3ccc4ccccc4c3)C(=O)[C@@H]2[C@H]2C=CC=NN21
  -19%, 4, -11%, 38
- CC1CC(=O)Nc2ccccc2N1S(=O)(=O)c1cccc(Cl)c1 (stereo not given)
  x, -4, -1%, u
- Cc1cnc(C(=O)Nc2ccccc2-c2nnn(CC(=O)NC3CCCC3)n2)cn1
  -12%, -9, 1%, 12
- CC(=O)Nc1nnc(S(N)(=O)=O)s1
  -7%, -4, -5%, 25
- CCC(C)N1C(=O)c2ccccc2C1C(=O)NC1CCCCCC1 (stereo not given)
  11%, 0, -3%, 8
- COc1c(Br)cc2c(C)c(C(=O)N3CCOCC3)oc2c1Br
  -1%, 7, 5%, 27
- CN(C)S(=O)(=O)c1ccc2oc(SCC(N)=O)nc2c1
  -1%, -5, 0%, 23
- CC(NC(=O)CN1CCc2ccccc21)c1ccccc1 (stereo not given)
  x, 5, 1%, 8
- Nc1cc([N+](=O)[O-])ccc1O
  -1%, u, -1%&-3%, 14
- CC(C)(C)OC(=O)NCCc1nnc(SCc2c(Cl)cccc2Cl)o1
  -12%, -3, -4%, u
- CCc1nnc(NC(=O)CSc2nnc(CCc3nc4ccccc4[nH]3)n2C)s1
  8%, 9, -5%, u
- C[C@@H]1C(c2ccccc2)=NN(c2ccc(Br)cc2)[C@H]1C(=O)N1CCOC1=O
  -27%[0.0915 µM], x, -11%[0.00818 µM], x
- COc1ccc(C)cc1NC(=O)CCC(=O)Nc1ccc2nc(N3CCN(C)CC3)cc(C)c2c1
  22%, 7, -1%, u
- CCCc1cc(=O)[nH]c(=S)[nH]1
  -2%, 2[20.6 µM], -5%, -6
- Cc1ccc(C(=O)Nc2ccccc2C(N)=O)o1
  -3%, 1, -7%, 44
- COc1ccc(NC(=O)CSc2nnc(-c3ccccc3)n2Cc2ccco2)cc1OC
  -1%, -8, 0%, -24
- FC(F)(F)c1cccc(NCc2cn3cccnc3n2)c1
  6%, 2, -2%, -23
- Nc1ncnc2c1nc(-c1ccccc1)n2[C@H]1O[C@@H](CO)[C@@H](O)[C@H]1O
  -5%[11.4 µM], x, 1%[11.4 µM], x
- CCOC(=O)CSCC(=O)Nc1cc(C)ccc1C
  -2%, -4, 3%, 12
- Cc1nc2cnc(N3CCNCC3)nc2n(C2CC2)c1=O
  5%, x, 1%, x
- C=CCn1sc(=N)c(C#N)c1N
  -4%, 3, 1%, -18
- O=C(NN=C1C2CC3CC(C2)CC1C3)c1ccncc1
  -7%, 6, -6%, -26
- CCCCOC(=O)c1c(C)oc2ccc(NS(=O)(=O)c3ccc4c5c(cccc35)C(=O)N4)cc12
  -25%, 5, -21%, -8
- Cc1sc2ncnc(Sc3nnnn3-c3ccccc3)c2c1C
  -9%, -4, 2%, 20
- CCn1nnc(NC(=O)c2cc(Cl)c(OC)c(Cl)c2)n1
  0%, 1, -14%, 12
- c1ccc2c3c(cc(N4CCOCC4)c2c1)OC1(N2CCOCC2)CCCCC1O3 (stereo not given)
  -5%, -5, -3%, u
- Cc1ccccc1Cn1ccc(NC(=O)c2cnn3c2NC(c2ccccc2)CC3C(F)(F)F)n1 (stereo not given)
  11%, u, -14%, u
- C=CCc1c(C)nc(C)nc1N/N=C/c1ccccc1
  10%, 11, 6%, 2
- CCOC(=O)c1ccc(N2C(=O)CC(N3CCOCC3)C2=O)cc1 (stereo not given)
  -13%, -1, 0%, 37
- COc1ccc(-c2csc(Nc3ncccc3C)n2)cc1OC
  21%, 11, -5%, u
- CCOC(=O)CC1C(=O)NCCN1C(=S)Nc1ccccc1 (stereo not given)
  x, x, 0%, -91*
- O=C(CNC(c1ccccc1)c1ccccc1)Nc1ccccc1-c1ccccc1
  x, -1, -2%, -9
- COc1ccc(-c2nc3n(n2)C(c2ccncc2)C(C(N)=O)=C(C)N3)cc1 (stereo not given)
  8%, -1, -2%, 1
- Cc1cc(/C=N/NC(=O)Cn2c3ccccc3c(=O)c3ccccc32)c(C)n1-c1ccccc1
  4µM*, 1, 2%, 84
- CCOc1ccc(NC(=O)CC2NCCNC2=O)cc1 (stereo not given)
  3%[11.4 µM], 13[1.84 µM], 1%, -9
- O=C(CSc1ccccc1)N1CCc2ccccc21
  -6%, -2, -2%, u
- CC(=O)Nc1ccn(Cc2c(F)cccc2Cl)n1
  -2%, -2, 3%, u
- C=CCc1cccc(CNc2nc3ccccc3n2CCN2CCOCC2)c1O
  27%, 20, -2%, 19
- Cc1c(C(=O)N2CCCC2)sc(NC(=O)c2ccccc2)c1C#N
  x, -4, 2%, 21

(cont.)
The line under a structure holds: 15-hLO-2 inh, IMPase cell inh, 12-hLO inh, PNC assembly inh
- Cc1ccc([N+](=O)[O-])cc1N/C=C1\CCc2ccccc2C1=O
  x, 1, 2%, 17
- COc1ccc2c(CC(=O)N(C)CC3COc4ccccc4O3)coc2c1 (stereo not given)
  -3%, -6, u, -8
- Cc1ccc(NC(=O)c2sccc2-n2cccc2)c(C)c1
  -1%, -5, -4%, -6
- O=C(O)c1cc(-c2ccncc2)nc2ccc(S(=O)(=O)N3CCOCC3)cc12
  3%, 3, -5%, 20
- CCC(=O)N1N=C(c2cccc(NS(C)(=O)=O)c2)CC1c1cccs1 (stereo not given)
  x, x, -4%, 47
- Cn1c(SCc2cccc(F)c2)nnc1-c1ccccn1
  3%, 0, -3%, u
- Cc1cc(=O)oc2cc(OCC(=O)NCc3ccncc3)ccc12
  1%, -2, -9%, u
- CC(C)OC(=O)CC(=O)CSc1nc2c(cc1C#N)CCC2
  4%, -12, -13%, 59
- Cc1ncsc1CCOC(=O)C1C2CC3CC(C2)CC1C3 (stereo not given)
  x, x, -1%, 15
- O=C(O)CCCC(=O)Nc1ccc(C(=O)N2CCCCC2)c(Cl)c1
  2%, -2, 3%, u
- Cc1cccc(C(=O)c2ccccc2C(=O)O)c1O
  -5%, 5, -4%, 16
- O=C(Cn1c(=O)oc2cc(S(=O)(=O)N3CCCCCC3)ccc21)NC1CCCCC1
  1%, 32[activator], -5%, u
- O=C(NC1CCN(S(=O)(=O)c2ccccc2)CC1)C1CCCCC1
  x, 3, 13%, 7
- COc1cc(NC(=S)N2CCC(C(N)=O)CC2)cc(OC)c1
  x, x, -1%, u
- CC(C)(C)CC(=O)Nc1cc(S(=O)(=O)N2CCCCCC2)ccc1Cl
  x, x, -1%, -28
- Cc1cccc([C@H]2[C@@H]3C=CC(C)C[C@@H]3C(=O)N2Cc2ccccc2)c1 (stereo not given in full)
  8%[0.0915 µM], x, -9%[0.00818 µM], x
- Cc1n[nH]c(C)c1S(=O)(=O)N(CC(=O)NC1CCCC1)c1ccc(C(C)C)cc1
  -4%, 12, -9%, -22
- CCc1nnc(NC(=O)CN2CCN(c3ccccc3OC)CC2)s1
  -4%, 2, 3%, 61
- CCOc1ccc(N=NS(=O)(=O)O)cc1
  -21%[11.4 µM], x, 1%[11.4 µM], x
- COc1cccc(CN(C)CC(=O)NCc2ccccc2Cl)c1
  x, 13, -5%, 3
- COc1ccc(-n2cnc3cc(NS(=O)(=O)c4ccc(C)cc4)ccc32)cc1
  21%, 18, u, 8
- COC(=O)c1ccccc1NC(=O)CSc1ccc(C)cc1
  x, 5, -2%, u
- Cc1nnc(NC(=O)CSc2nnnn2Cc2ccccc2)s1
  -1%, -8, 6%, u
- O=S(=O)(O)CCCc1cccc2ccccc12
  -5%[11.4 µM], x, 1%[11.4 µM], x
- CCOC(=O)C1=C(CN2CCc3ccccc32)NC(=O)NC1c1ccc(Cl)cc1 (stereo not given)
  -12%, 12, -12%, -2
- CN(C)c1nc(N2CCN(c3ccc(F)cc3)CC2)c(C#N)c(=O)o1
  -1%, 5, 13%, -7
- CCOC(=O)N1CCN(C(=O)CSc2nnc(CNC(=O)c3ccccc3F)o2)CC1
  -6%, 5, -7%, -1
- COC(=O)[C@H]1C[C@@H]1[C@H](N)c1ccccc1
  10%, x, -3%, x
- CN(CCCNC(=O)COc1cc(=O)n(C)c2ccccc12)Cc1ccccc1
  9%, -14, 0%, 20
- O=C(Nc1cccc(F)c1)N1CC=C(n2c(=O)[nH]c3ccccc32)CC1
  x, -1, -1%, u
- COc1ccc2nc(SCC(N)=O)cc(C)c2c1
  8%, -5, 0%, 3
- COc1cccc(C2CC(c3cccc(NS(C)(=O)=O)c3)=NN2C(=O)c2ccccc2)c1OC (stereo not given)
  x, x, -2%, -15
- Cc1ccc(-c2ccc(C(=O)NCc3ccccc3)o2)c2ccccc12
  x, x, -5%, 2
- Cc1cc2c(=O)n(Cc3ccco3)c(SCC(=O)N3CCCc4ccccc43)nc2s1
  -17%, 24, -5%, -5
- CCCCC1CCC(C(=O)NC2CCS(=O)(=O)C2)CC1 (stereo not given)
  x, -7[0.369 µM], 0%, u
- COC(=O)c1cc(=O)nc2sc(-c3ccccc3)nn12
  5%, 5, -4%, -22

An excerpt of the results above:
The line under a structure holds: 15-hLO-2 inh, IMPase cell inh, 12-hLO inh, PNC assembly inh
- COc1ccc2nc(SCC(N)=O)cc(C)c2c1
  8%, -5, 0%, 3
- COc1cccc(C2CC(c3cccc(NS(C)(=O)=O)c3)=NN2C(=O)c2ccccc2)c1OC (stereo not given)
  x, x, -2%, -15
- Cc1ccc(-c2ccc(C(=O)NCc3ccccc3)o2)c2ccccc12
  x, x, -5%, 2

Compound activity: PubChem, National Center for Advancing Translational Sciences (NCATS)
